# GIRK2 act – GIRK2 channel activators by thallium flux | HEK293 GIRK2/NPY4 cells, thallium flux fluorescence | activation (% efficacy), % for hits at 37.5 µM | 34,000 tested, under 10 active | AID 1259324;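 active = primary screen hit, no activity in plain HEK293 cells, and in GIRK2-only cells above 5% efficacy rising with concentration; inactive = the rest, including fluorescent compounds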;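 also: efficacy is normalized control-subtracted fluorescence 15 s after thallium addition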
# Target sequence (P48051 whole entry, looked up): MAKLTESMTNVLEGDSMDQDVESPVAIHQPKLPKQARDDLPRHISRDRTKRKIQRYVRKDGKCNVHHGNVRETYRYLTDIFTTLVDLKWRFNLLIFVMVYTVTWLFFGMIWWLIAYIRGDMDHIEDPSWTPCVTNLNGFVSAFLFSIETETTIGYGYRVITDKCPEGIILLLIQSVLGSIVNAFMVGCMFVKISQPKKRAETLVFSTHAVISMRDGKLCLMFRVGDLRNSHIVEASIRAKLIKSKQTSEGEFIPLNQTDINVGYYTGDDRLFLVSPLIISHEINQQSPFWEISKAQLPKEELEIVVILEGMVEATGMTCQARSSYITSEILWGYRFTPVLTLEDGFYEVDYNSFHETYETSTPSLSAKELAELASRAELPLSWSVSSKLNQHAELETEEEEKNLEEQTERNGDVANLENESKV
# Calls only; i = inactive.
smiles,GIRK2 act
N#Cc1ccc(Cl)cc1NC(=O)C(=O)NCC1CCN(Cc2ccco2)CC1,i
Cc1ccc(C)c(-n2c(C)c(C)n3c4c(=O)n(CCN5CCOCC5)c(=O)n(C)c4nc23)c1,i
COc1ccc(-n2nc3c(c2NC(=O)C(=O)N2CCCCC2)CSC3)cc1,i
COc1cccc(-c2cc(CC(=O)NCCC(C)C)no2)c1,i
COc1ccc(S(=O)(=O)NCCNc2ccc(Nc3ccncc3)nn2)cc1C,i
O=S(=O)(c1ccc(Cl)cc1)N1CCN(CC(O)COc2ccc3ccccc3c2)CC1 (configuration not stated),i
Cc1ccccc1-c1ccc(N2CCC(C(=O)NCc3ccco3)CC2)nn1,i
O=C(Cn1nc(-n2cccn2)ccc1=O)N1CCN(c2ccc(O)cc2)CC1,i
O=C(NCC1CCN(C2CCCC2)CC1)c1ccc2c(c1)OCO2,i
CC(=O)Nc1ccc(NC(=O)C(=O)NCc2cccs2)cc1,i
O=C(CN1C(=O)CCC1=O)N(CCc1cccs1)Cc1ccco1,i
CS(=O)(=O)NCC1CCN(C(=O)c2ccccc2F)CC1,i
CCC(=O)Nc1ccc(SCC(=O)Nc2cccc(C(F)(F)F)c2)nn1,i
O=C(c1c[nH]c2ccccc12)N1CCN(Cc2nnnn2-c2ccc(F)c(F)c2)CC1,i
Cc1ccc(NCCNC(=O)Cc2ccccc2)nn1,i
CCCCS(=O)(=O)N1CCC(c2nnc(C3CC3)o2)CC1,i
O=C(CCn1cnc2ccccc2c1=O)NCc1cccnc1,i
O=C(Nc1cc(-c2ccccc2)nn1CCO)c1ccc2nsnc2c1,i
CCOC(=O)c1sc(NC(=O)C2CCCCN2S(C)(=O)=O)cc1C (configuration not stated),i
CNC(=O)Cc1ccc(NS(=O)(=O)Cc2ccc(Cl)cc2)cc1,i
O=C(NCC(=O)N1CCOC(c2ccccc2)C1)c1ccccc1C(F)(F)F (configuration not stated),i
Cc1ccc(-c2c(C)nn3c(NCC4CCCO4)cc(C)nc23)cc1 (configuration not stated),i
O=C(Nc1ccc2c(c1)OCO2)N1CCN(CCn2ccnc2)CC1,i
CSc1cccc(NC(=O)N2CCN(c3cc(-n4ccnc4)ncn3)CC2)c1,i
O=S(=O)(c1ccc(OC(F)(F)F)cc1)N1CCN(c2ccc3nncn3n2)CC1,i
Cc1nn(C2CCS(=O)(=O)C2)c2nc(-c3ccccc3)cc(C(=O)NCc3cccs3)c12 (configuration not stated),i
O=C(CSc1cc(N2CCCC2)ncn1)NCc1cccs1,i
O=C(Cc1ccc(NS(=O)(=O)c2ccc(F)cc2F)cc1)N1CCCC1,i
Cn1c(-c2cccs2)nn(CCNC(=O)c2ccccc2C(F)(F)F)c1=O,i
O=C(Cn1nc(-c2cccnc2)ccc1=O)Nc1ccc(F)c(C(F)(F)F)c1,i
CC(C)(C)NC(=O)N1CCC(CNC(=O)c2ccc(Br)cc2)CC1,i
C#CCn1c(=NC(=O)CS(=O)(=O)Cc2ccccc2)sc2c(OC)ccc(OC)c21,i
Cc1cc(C(=O)Nc2nc3ccc(S(=O)(=O)N(C)C)cc3s2)on1,i
COc1ccc(CCC(=O)N(Cc2ccccn2)Cc2ccco2)cc1,i
CCOCCn1c(-n2nc(C)cc2C)nc2c1c(=O)n(Cc1ccc(F)cc1)c(=O)n2C,i
O=C(CCCn1nc(-c2ccc(F)cc2)ccc1=O)Nc1ccc(F)c(C(F)(F)F)c1,i
O=C(NCC1CCN(C(=O)COc2ccccc2)CC1)c1cnc2ccccc2n1,i
Cc1nnsc1C(=O)Nc1ccc(CC(=O)N2CCOCC2)cc1,i
COc1ccc(S(=O)(=O)CCC(=O)Nc2c3c(nn2C)CCC3)cc1,i
COc1ccc(C(=O)NCCOc2ccc3nnc(-c4ccc(F)cc4)n3n2)cc1OC,i
O=C(CN1C(=O)CCC1=O)NCCC(O)c1ccccc1 (configuration not stated),i
Cc1noc(C2CN(C(=O)COc3ccc(Cl)cc3Cl)C2)n1,i
O=C(COc1ccc(Cl)cc1)Nc1nnc(Cc2cccs2)o1,i
Cn1nccc1C(=O)N1CCN(c2nc3c(F)cc(F)cc3s2)CC1,i
COc1ccc(-c2cc3ccc4c(c3oc2=O)CN(CC2CCCO2)CO4)cc1 (configuration not stated),i
COc1cccc(C(=O)Nc2cc3c4c(c2)CCN4C(=O)CC3)c1,i
COc1ccc(S(=O)(=O)Nc2ccc3c(c2)N(C(C)=O)CC3)cc1Cl,i
CCOC(=O)c1c(NC(=O)c2ccnn2C)sc2c1CCCC2,i
CC(C)(Oc1ccc(Cl)cc1)C(=O)NCC1CCN(C(=O)Nc2ccc(F)cc2)CC1,i
COc1ccc(OC)c(-c2ccc(SCC(=O)NCc3ccccc3)nn2)c1,i
CCOC(=O)C(C#N)C(=O)C1CC1 (configuration not stated),i
O=C(c1ccc(=O)[nH]n1)N1CCN(Cc2ccccc2)CC1,i
COc1ccc(NC(=O)CS(=O)(=O)c2ccc(Cl)s2)cc1Cl,i
Cc1ccc(NCCNC(=O)c2ccc(Oc3ccc(C)nn3)cc2)nn1,i
COc1ccc(C(F)(F)F)cc1NC(=O)CSc1ccc(NC(=O)C(C)C)nn1,i
COC(=O)c1ccc(CN2CCC(c3nnc(C4CC4)o3)CC2)cc1,i
COc1ccc(-c2ccc(=O)n(CCNC(=O)Nc3ccc(F)cc3)n2)cc1,i
O=C(CN1CC(c2nc(-c3ccsc3)no2)C1)NC1CCCCC1,i
O=C(c1cc2ccccc2oc1=O)N1CCN(Cc2nc(-c3cccs3)cs2)CC1,i
CCc1ccc(NC(=O)Cn2c(=O)n(CC(C)C)c(=O)c3nscc32)cc1,i

# (further entries)
smiles | GIRK2 act
CCOC(=O)N1CCc2c(sc(NC(=O)c3ccn(C)n3)c2C(=O)OC)C1 | i
O=C1Cc2cc(NC(=O)NCc3ccc(Cl)cc3)ccc2N1 | i
Cc1cc(C)c(C)c(S(=O)(=O)N2CCC(C(N)=O)CC2)c1C | i
CCOc1ccccc1NC(=O)Cn1cc(OC)c(=O)cc1CSc1nc(C)cc(C)n1 | i
O=C(NCc1ccc(OCc2ccccc2)cc1)C(=O)Nc1ccc(C(F)(F)F)cc1 | i
COc1ccccc1Cc1noc(C2CN(C(=O)c3cccc(F)c3)C2)n1 | i
COCC(=O)N1CCCc2ccc(NC(=O)CN3C(=O)CCC3=O)cc21 | i
COc1ccc(F)cc1S(=O)(=O)NC1CCCC(O)C1 (configuration not stated) | i
CCOC(=O)c1c(SCC(=O)NCc2ccc3c(c2)OCO3)nc(=O)[nH]c1C | i
O=S(=O)(Cc1ccccc1)N1CCN(Cc2nc(-c3ccco3)cs2)CC1 | i
COc1ccc(S(=O)(=O)c2c(C)cc(C)n(CC(=O)Nc3ccccc3)c2=O)cc1 | i
Cc1ccc(Oc2ccc(N(C)C(=O)c3ccccc3C(F)(F)F)cc2)nn1 | i
Cc1ncn(CC(=O)N2CCCC(c3nn(C)c(=O)n3-c3ccccc3)C2)c(=O)c1C (configuration not stated) | i
CCn1nc(C)cc1C(=O)Nc1cc(C)cc(C)c1 | i
COCCCNC(=O)Cc1cc(-c2ccc(Cl)cc2)on1 | i
NC(=O)c1ccc(NC(=O)CSc2nnc(-c3ccncc3)o2)cc1 | i
O=C1CN(Cc2ccco2)C2CS(=O)(=O)CC2N1c1ccc(Cl)cc1 (configuration not stated) | i
COc1ccccc1NC(=O)NC1CS(=O)(=O)CC1Cl (configuration not stated) | i
Cc1cc(NC(=O)c2ccco2)n(-c2nc(-c3ccccc3)cs2)n1 | i
CN1CCN(C(CNS(=O)(=O)c2ccc(C(C)(C)C)cc2)c2cccn2C)CC1 (configuration not stated) | i
Cc1cc(C)n(CCN2CCCN(C(=O)c3ccccc3C)CC2)n1 | i
O=C(NCc1ccc(F)cc1)Nc1ccc(Cl)c(N2CCCS2(=O)=O)c1 | i
Cc1cc(-c2nnc(NC(=O)c3cccc(Oc4ccccc4)c3)o2)n(C)n1 | i
COc1ccc(Cl)cc1NC(=O)CCc1csc(NC(=O)c2ccco2)n1 | i
CSc1ccccc1CN1CCC(CNC(=O)c2ccc3c(c2)OCO3)CC1 | i
CCC(=O)N1CCCc2ccc(NC(=O)Nc3ccc(Cl)cc3)cc21 | i
CC(C)(C)c1ccc(OCC(=O)Nc2ccc(CC(=O)NC3CC3)cc2)cc1 | i
COc1ccc(/C=C/C(=O)Nc2ccc3c(c2)CN(C(=O)c2ccccc2)CC3)cc1OC | i
COc1cn(CC(=O)NCCc2ccccc2)c(CSc2nc(C)cs2)cc1=O | i
CC(=O)NCCc1nc2ccccc2n1Cc1c(C)c(C)cc(C)c1C | i
O=C(NCc1ccccn1)c1cc2cc(Br)ccc2oc1=O | i
O=C(c1ccco1)N1CCc2ccc(NS(=O)(=O)c3ccc4c(c3)OCCO4)cc21 | i
COc1ccc(C2(CNS(=O)(=O)CCN3C(=O)CCCC3=O)CCCC2)cc1 | i
Cc1nnc(C2CCN(C(=O)C3CCN(S(C)(=O)=O)CC3)CC2)s1 | i
N#Cc1nc(-c2ccc(S(=O)(=O)N3CCCCCC3)cc2)oc1N1CCCCCC1 | i
COc1ccc(OC)c(Nc2nc(CC(=O)NCCc3c[nH]c4ccccc34)cs2)c1 | i
COCCn1cnc2c(-c3ccccc3)cn(CC(=O)Nc3cccc(C(C)=O)c3)c2c1=O | i
O=C(NCc1ccc2c(c1)OCO2)C(=O)NCC(O)(c1cccs1)C1CC1 (configuration not stated) | i
Cc1cc(NC(=O)c2ccc3c(c2)CCCC3)n(C(C)C)n1 | i
Cc1ccc(NC(=O)C(=O)NCC2CCN(Cc3cccs3)CC2)cc1F | i
COc1ccc(OC)c2sc(N(CCCN(C)C)C(=O)c3cc(C)no3)nc12 | i
CC(=O)N1CCCc2ccc(NC(=O)C(=O)Nc3cc(Cl)ccc3C)cc21 | i
COc1ccc(S(=O)(=O)NCC2CCN(Cc3ccccc3)CC2)c(OC)c1 | i
Cc1cnc2c(c1SCC(=O)Nc1ccc(C(F)(F)F)cc1)c(=O)n(C)c(=O)n2C | i
CC(Oc1ccccc1)C(=O)NCC1CCN(C(=O)NC(C)(C)C)CC1 (configuration not stated) | i
O=C(NCc1cccs1)C1CN(C(=O)c2c[nH]c3ccccc23)C1 | i
O=C(NCCCn1nc(-c2cccs2)ccc1=O)c1ccc(C(F)(F)F)cc1 | i
O=C(c1cc(N2C(=O)CCS2(=O)=O)ccc1Cl)N1CCCc2ccccc21 | i
CCSc1nnc(NC(=O)CCc2csc(NC(=O)c3ccccc3)n2)s1 | i
CC(C)(C)NC(=O)N1CCC(CNC(=O)/C=C/c2cccs2)CC1 | i

# Given with each value named: part of the list above.
CC(C)(C)c1ccc(OCC(=O)Nc2ccc(CC(=O)NC3CC3)cc2)cc1
  GIRK2 act: i
COc1ccc(/C=C/C(=O)Nc2ccc3c(c2)CN(C(=O)c2ccccc2)CC3)cc1OC
  GIRK2 act: i
COc1cn(CC(=O)NCCc2ccccc2)c(CSc2nc(C)cs2)cc1=O
  GIRK2 act: i
CC(=O)NCCc1nc2ccccc2n1Cc1c(C)c(C)cc(C)c1C
  GIRK2 act: i

# (continued)
smiles | GIRK2 act
COCCNC(=O)Cc1ccc(NC(=O)c2ccc3c(c2)OCO3)cc1 | i
COc1cc(C(=O)Nc2ccc3c(c2)CCC(=O)N3Cc2ccccc2)cc(OC)c1OC | i
Cc1noc(C)c1S(=O)(=O)N1CCN(Cc2nc(-c3ccccc3)cs2)CC1 | i
CCOc1ccc2ccccc2c1C(=O)NCC(O)(c1ccccc1)C(F)(F)F (configuration not stated) | i
Cc1cc(-c2nnc(NC(=O)CS(=O)(=O)c3ccc(Cl)cc3)o2)n(C)n1 | i
Cc1cc(F)ccc1S(=O)(=O)N1CCOC(c2ccccc2)C1 (configuration not stated) | i
COc1ccccc1NC(=O)N1CCC(CNC(=O)c2ccccc2Br)CC1 | i
Cc1ccc(S(=O)(=O)c2[nH]c(-c3ccccc3)nc2SCC(N)=O)cc1 | i
COCC(C)(O)CNC(=O)/C=C/c1ccc2c(c1)OCO2 (configuration not stated) | i
O=S(=O)(NCCC(O)c1cccs1)c1ccccc1Cl (configuration not stated) | i
COCCNc1cc(C)nc2c(-c3ccccc3OC)c(C)nn12 | i
CCOCCCNc1oc(-c2ccc(S(=O)(=O)N3CCC(C)CC3)cc2)nc1C#N | i
CCn1c(SCC(=O)N2CCC(C)CC2)nnc1-c1cn(C)nc1OC | i
O=C(NC(=S)NC1CCS(=O)(=O)C1)c1cccs1 (configuration not stated) | i
COc1ccc(NC(=O)CCCS(=O)(=O)c2ccccc2)c([N+](=O)[O-])c1 | i
Cc1ccc(C)c2sc(N(CC3CCCO3)C(=O)Cn3c(=O)oc4ccccc43)nc12 (configuration not stated) | i
O=C(NCCN1CCOC(c2ccccc2)C1)C(=O)NC1CCCCC1 (configuration not stated) | i
O=C(N1CCN(Cc2nnnn2-c2ccc(F)c(F)c2)CC1)C12CC3CC(CC(C3)C1)C2 | i
Cc1cc(NC(=O)CCCSc2ccc(Cl)cc2)n(C(C)C)n1 | i
O=C(CSc1nc(=O)n(CCO)c2c1CCC2)Nc1ccc(F)cc1F | i
Cn1c(SCc2nc(-c3ccccc3)no2)nc2ccsc2c1=O | i
Cc1noc(C2CN(C(=O)c3ccc(-n4cccc4)cc3)C2)n1 | i
O=C(Nc1ccc(Cl)c(Cl)c1)c1ccc(N2CCCCS2(=O)=O)cc1 | i
COc1ccc(-c2cc(CC(=O)N3c4ccc(F)cc4CCC3C)no2)cc1OC (configuration not stated) | i

# Reprinted at random: 5 compounds from above
smiles | GIRK2 act
COCCNC(=O)Cc1ccc(NC(=O)c2ccc3c(c2)OCO3)cc1 | i
COc1ccc(NC(=O)CCCS(=O)(=O)c2ccccc2)c([N+](=O)[O-])c1 | i
CCn1c(SCC(=O)N2CCC(C)CC2)nnc1-c1cn(C)nc1OC | i
COc1cc(C(=O)Nc2ccc3c(c2)CCC(=O)N3Cc2ccccc2)cc(OC)c1OC | i
COCC(C)(O)CNC(=O)/C=C/c1ccc2c(c1)OCO2 (configuration not stated) | i

# Compound activity deposited in PubChem BioAssay by Vanderbilt University.

# A portion of the library; count on the stated rates, not on these rows.
